SMN2 splice enh = SMN2 splice variant enhancement; HEK293 SMN2-luciferase splicing reporter, luminescence, 30-36 h; Potency, µM (series often up to 46.1 µM), for the others: top-dose activity change, positive = activation, actives largely listed as activators; 2.8% of 210,000 active; AID 1458; also: potency is read from the fitted curve at half-maximal effect; % of control where 0% means no effect; nearly all actives have a fitted effect of over 55% in size
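HEK293 cells carry an SMN2 minigene-luciferase reporter in which exon 7 inclusion puts luciferase in frame. Cells were seeded at 2000 cells/well, attached for 10-12 hours, then exposed to compounds for 30-36 hours at 37C before ONE-Glo luminescence.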
KinaseGlo FLuc = counter-screen: inhibitors of Kinase-Glo firefly luciferase | Q27757 | 0.28% of 200,000 active | Potency, µM (series often up to 38.3 µM), for inactives: at the top dose activity change, negative = inhibition, most hits filed as inhibitors | Kinase-Glo luciferase, ATP luminescence, 8 min; also: potency is read from the fitted curve at half-maximal effect; % is scaled to controls: 0 for no effect and ±100 for the full control effect; nearly all actives have a fitted effect of over 60% in size
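Recombinant Kinase-Glo luciferase, 10 uM ATP (linear range), luciferin; imidazole pH 7.2 / KCl / MgCl2 / Tween / BSA buffer; 8 min RT; luminescence.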
HTT aggregate = inhibitors of mutant huntingtin aggregate formation in PC12 cells | Potency, µM (highest dose often 46.1 µM), without a hit: top-dose activity change, negative = inhibition, actives largely listed as inhibitors | 1.1% of 220,000 active | PC12 HttQ103-GFP aggregates, Acumen cytometry, 40 h; also: potency is read from the fitted curve at half-maximal effect; % is scaled to controls: 0 for no effect and ±100 for the full control effect; nearly all actives have a fitted effect of over 60% in size
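Quantitative HTS on tebufenozide-induced (100 nM) PC12 cells stably expressing polyQ103 Huntingtin exon 1–GFP. Reduction of bright GFP aggregates, detected by laser scanning cytometry after lysis, identified actives across the titration.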
Lamin A splicing = changes lamin A minigene splicing in HeLa cells. HeLa LMNA splicing GFP/RFP minigene ratio, 48 h. Potency, µM (highest dose often 46.1 µM), for the others: at the highest dose ratio change, negative = inhibition, most hits filed as inhibitors. 0.01% of 200,000 active; active = well fitted inhibition curve with a large enough effect in the signal ratio, with a control signal flat, not every such curve was filed as active; inconclusive = small, poorly fitted or top-dose-only effect, or effect the other way, or a change in a side signal; the % refers to the signal ratio; also: potency is read from the fitted curve at half-maximal effect; % is scaled to controls: 0 for no effect and ±100 for the full control effect
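S3 HeLa cells stably expressing lamin A-EGFP splicing minigene plus DsRed2, 600 cells/well, 48 h compound exposure at 37C. Laser-scanning cytometry; analysed as GFP (500-530 nm)/RFP (575-640 nm) total intensity ratio; 0.5% DMSO vehicle.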
IMPase Li inh = IMPase inhibition in cells with lithium potentiation; CHO-M1 cells, IP1 TR-FRET (IP-One), carbachol + lithium; Potency, µM (highest dose often 59.4 µM), inactives show at the top dose activity, negative = IMPase inhibition, most hits filed as inhibitors; 0.35% of 210,000 active; AID 1457;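 also: IP1 builds up when IMPase is blocked and the TR-FRET signal falls; potency is read from the fitted curve at half-maximal effect; plate controls were basal vehicle for no effect and high inhibitor control for full effect; nearly all actives have a fitted effect of over 50% in size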
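IP1 accumulation measured by competitive TR-FRET in lysed CHO-M1 cells after 30 min compound exposure at 37C, with a small lithium addition to potentiate weak responses. Hill-equation AC50 from ratio and donor-channel data.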
CBFb RUNX1 block = inhibitors of human CBF-beta and RUNX1 interaction. 230,000 tested, under 10 active. Potency, µM (titrated, usually from 59.8 µM), inactives show at the top dose activity, negative = inhibition, hits mostly inhibitors. AlphaScreen CBFb-His/RUNX1-biotin binding, biochemical. AID 1477; also: % of control where 0% means no effect
Target sequence (Q01196 whole entry, looked up): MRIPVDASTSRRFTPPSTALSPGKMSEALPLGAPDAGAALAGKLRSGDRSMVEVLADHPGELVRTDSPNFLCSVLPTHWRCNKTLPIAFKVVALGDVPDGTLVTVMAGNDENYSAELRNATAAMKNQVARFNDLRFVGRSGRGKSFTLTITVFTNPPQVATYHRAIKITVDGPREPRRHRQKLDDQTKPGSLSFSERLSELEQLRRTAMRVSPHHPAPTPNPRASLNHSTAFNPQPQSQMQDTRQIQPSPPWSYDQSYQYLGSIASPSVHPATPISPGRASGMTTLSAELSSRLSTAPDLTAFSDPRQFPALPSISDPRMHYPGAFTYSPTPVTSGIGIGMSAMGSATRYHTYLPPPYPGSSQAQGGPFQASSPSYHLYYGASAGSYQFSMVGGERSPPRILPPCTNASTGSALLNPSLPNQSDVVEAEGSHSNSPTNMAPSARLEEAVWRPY
Target sequence (Q13951 whole entry, looked up): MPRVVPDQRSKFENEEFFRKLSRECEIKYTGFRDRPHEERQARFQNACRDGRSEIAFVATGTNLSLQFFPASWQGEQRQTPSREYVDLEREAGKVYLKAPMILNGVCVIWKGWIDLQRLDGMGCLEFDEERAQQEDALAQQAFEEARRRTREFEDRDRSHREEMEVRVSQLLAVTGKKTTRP
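CBFb-His/RUNX1-biotin, 30 nM each, preincubated 20 min RT; compound 15 min RT; Ni + streptavidin beads 50 ng each, 90 min RT; AlphaScreen read.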
HTT ATP protect = Huntington cell model cytoprotection by ATP luminescence; 0.14% of 230,000 active; PC12 HTT-Q103 induced, cytoprotection, ATP luminescence, 40 h; AID 1471; Potency, µM (titrated, usually from 56.4 µM), without a hit: cytoprotection (ATP increase), hits mostly activators;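 also: potency is read from the fitted curve at half-maximal effect; % of control where 0% means no effect; nearly all actives have a fitted effect of over 45% in size; toxic huntingtin expression switched on by the ecdysone agonist tebufenozide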
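Readout: ATPlite luminescence (ATP level). Model: stable PC12, inducible Htt exon1 Q103-GFP. Inducer: tebufenozide, 100 nM final. Compounds: dose series. No G418 in medium.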
Active calls of the source: *; ? = inconclusive; nt = not tested or not shown; [ ] = remark or other dose. Unless noted, calls follow the shape of the dose curve; as a rule, active = well fitted curve in the direction sought with a large enough effect; inconclusive = small, poorly fitted or top-dose-only effect, or another doubt; inactive = no such curve, though single readings can be large; an effect the other way counts as inactive or inconclusive.

SMILES | SMN2 splice enh | KinaseGlo FLuc | HTT aggregate | Lamin A splicing | IMPase Li inh | CBFb RUNX1 block | HTT ATP protect
O=[N+]([O-])c1ccc(-c2nc(NCc3ccccc3)c3ccccc3n2)cc1 | -28% | 4% | 4% | -7% | 5% | 6% | -26%[10 µM]
CC(=O)N(Cc1ccccc1)c1ccc(C(=O)O)cc1 | -4% | -6% | 5% | -1% | -5%[38.3 µM] | 2% | 7%
NS(=O)(=O)c1ccc(CCNC(=O)c2ccc3ccccc3n2)cc1 | 12% | -2% | 6% | nt | -6% | -4% | -33%
Cn1c(=N)c(S(=O)(=O)c2ccc(F)cc2)cc2c(=O)n3ccccc3nc21 | -8% | 5% | 7% | 3% | 2%[38.3 µM] | 1% | -23%[0.074 µM]
Cc1ccc(NC(=O)c2ccccc2Br)cc1S(=O)(=O)N(C)C | 18% | 1% | -8% | ? | 6% | -1% | -31%
O=C(CNc1ccc2ccccc2c1)N/N=C/c1ccc(OC(=O)/C=C/c2ccco2)cc1 | -11% | 5% | 14% | 7% | 9% | -6% | -9%[10 µM]
COC(=O)CSc1nc2ccccc2c(=O)n1C | 21% | 3% | -9% | 2% | 32%[38.3 µM] | 3% | -5%
O=C1CCc2cc(S(=O)(=O)N3CCN(c4cccc(C(F)(F)F)c4)CC3)ccc2N1 | -13% | -4% | 15% | 8% | -15%[38.3 µM] | 4% | -7%
CC1CCCC(C)N1/N=C/c1ccc(C#N)cc1 (stereo not given) | 11% | -3% | 5% | nt | 14% | -6% | -26%
COCCNc1nc(-c2ccccc2C(F)(F)F)nc2ccccc12 | nt | nt | nt | -11% | -1% | nt | ?
S=C1NCN(Cc2ccco2)CN1CCc1ccccc1 | nt | nt | 8%[9.22 µM] | nt | nt | 8% | 2%[10 µM]
Cc1ccc(N(Cc2ccco2)C(=O)c2cccc(S(=O)(=O)N(C)C)c2)cc1 | nt | 2% | -5% | 24% | 37%[activator][38.3 µM] | 0% | 2%
Cc1cc(C)c(NC(=O)NC2CCCCC2)c(C)c1 | -5% | 0% | 0% | 1% | 2% | 1% | nt
NC(=O)c1ccccc1N1CCCCC1 | nt | nt | 4%[9.22 µM] | nt | nt | 4% | 3%[10 µM]
CCCCCCCCCCn1c2c(c(=N)c3c1CCC3)CCC2 | -55%[inhibitor] | -6% | 1µM* | ? | 19%[38.3 µM] | 4% | -108%[inhibitor]
O=C(O)c1ccc2cc[nH]c2c1 | 4% | 2% | -18% | -5% | -16%[38.3 µM] | 5% | -5%
COCc1c(C(=O)OC)nnn1-c1ccc(C(F)(F)F)cc1[N+](=O)[O-] | 2% | 0% | 5% | nt | 1% | 5% | -18%
COC(=O)c1cc2c(ccn2-c2ccc(F)cc2)n1Cc1cccc(OC)c1 | -25% | -2% | -27% | ? | 13% | 1% | -44%[10 µM]
c1ccc2c3c(cc(N4CCOCC4)c2c1)OC1(N2CCOCC2)CCCCC1O3 (stereo not given) | 22µM* | 0% | -23% | 6% | -27%[38.3 µM] | 3% | 7%[10 µM]
COc1ccc(NS(=O)(=O)CC23CCC(CC2=O)C3(C)C)cc1 (stereo not given) | 0% | 2% | 4% | 6% | 5%[38.3 µM] | -4% | 15%

One compound at a time (already shown):
COCCNc1nc(-c2ccccc2C(F)(F)F)nc2ccccc12 across the screens: SMN2 splice enh: nt; KinaseGlo FLuc: nt; HTT aggregate: nt; Lamin A splicing: -11%; IMPase Li inh: -1%; CBFb RUNX1 block: nt; HTT ATP protect: ?
COC(=O)CSc1nc2ccccc2c(=O)n1C across the screens: SMN2 splice enh: 21%; KinaseGlo FLuc: 3%; HTT aggregate: -9%; Lamin A splicing: 2%; IMPase Li inh: 32%[38.3 µM]; CBFb RUNX1 block: 3%; HTT ATP protect: -5%

(continued)
SMILES | SMN2 splice enh | KinaseGlo FLuc | HTT aggregate | Lamin A splicing | IMPase Li inh | CBFb RUNX1 block | HTT ATP protect
Cc1ccccc1Cn1nc(C)c(NC(=O)c2cc(CC(C)C)on2)c1C | -26% | nt | -1%[9.22 µM] | nt | nt | 5% | 8%[10 µM]
CCNS(=O)(=O)c1ccc(CCC(=O)Nc2cc(Cl)ccc2Oc2ccccc2)cc1 | -23% | 0% | -5% | -7% | 22%[38.3 µM] | -1% | -3%
O=C(/C=C/c1ccco1)NCC1(c2ccccc2)CCCC1 | 2% | -1% | 4% | -7% | 10% | -11% | 6%[10 µM]
COc1ccc(C(=O)CCC(C)(C)[N+](=O)[O-])cc1 | -9% | -3% | -11% | 20%[46 µM] | -3% | -6% | -6%[10 µM]
COc1ccc2c(C)cc(SCC(=O)N3CCOCC3)nc2c1 | -14% | -2% | -7% | 15% | 3%[38.3 µM] | 7% | -24%
CCOc1cc(NC(=O)c2cnccn2)c(OCC)cc1NC(=O)c1ccc(OC)cc1 | -6% | -3% | 12% | 9% | -13%[38.3 µM] | 3% | -6%[10 µM]
Cc1nc(-c2ccc(C(=O)NCCO)cc2)cs1 | -8% | -4% | -21% | 5%[46 µM] | -3% | 4% | -86%[inhibitor]
C=CCNC(=O)CSc1n[nH]c(-c2cc(Cl)ccc2OC)n1 | 7% | -1% | 0%[9.22 µM] | 8%[46 µM] | -8% | -3% | -14%[10 µM]
COc1ccc(N=Nc2c(C)[nH][nH]c2=O)cc1 | 19% | -28% | -28% | nt | 15% | 0% | -26%
Cc1cc(C(=O)NN=C2CCCCC2)c2ccccc2n1 | -14% | 6% | 9% | ? | -6% | 7% | -6%[1.9 µM]
C/C(=N\Nc1ccccc1Cl)c1ccc(-n2ccnc2)cc1 | 2% | -1% | -13%[9.22 µM] | ? | 4% | -11% | -50%[inhibitor]
O=C(c1cnccn1)N1CCC2(CCN(Cc3ccccc3)CC2)CC1 | 0% | -2% | nt | nt | 17% | nt | -4%
O=C(c1cc2nc(-c3cccs3)cc(C(F)(F)F)n2n1)N1CCCc2ccccc21 | -14% | 1% | -6% | 13% | 9%[38.3 µM] | -1% | -9%
CSc1nsc(SCC(=O)Nc2ccc(C(C)=O)cc2)n1 | 13µM* | -2% | 7% | 4% | -5%[38.3 µM] | -2% | -27%
O=C(O)C1C2CCC(O2)C1C(=O)Nc1ccc(O)cc1 (stereo not given) | -5% | 0% | -19% | ? | 9% | -4% | nt
Cc1cc(C)n(-c2nnc(C)n2NS(=O)(=O)c2ccc(F)cc2)n1 | 26% | -2% | -21% | 5% | -8%[38.3 µM] | -1% | -7%
O=C1NC(c2ccncc2)Nc2ccccc21 (stereo not given) | nt | nt | 11% | -1% | nt | 2% | -18%
C=CCn1c(SC2CCOC2=O)nc2sc(C)c(C)c2c1=O (stereo not given) | 24% | 9% | 3% | -1% | -3% | 12% | -5%[10 µM]
CCOc1ccc(/C=N/Nc2nncc(-c3ccccc3)n2)cc1OC | -7% | -1% | -14% | 3%[9.22 µM] | 7% | 7% | -61%[inhibitor]
O=C(Cn1nnc2ccccc2c1=O)NC1CCCc2ccccc21 (stereo not given) | -11% | 1% | -7% | -6% | 0% | 12% | 14%[10 µM]
Cc1ccc(NC(=S)NC2CCN(Cc3ccccc3)CC2)cc1 | 2% | 1% | 9% | 8% | -3% | 4% | nt
COC(=O)C(CC(=O)c1cccc(OC)c1)c1ccc(F)cc1 (stereo not given) | 1% | 1% | 8% | nt | -3% | 20% | -11%
COc1cccc(CN(C)C(=O)c2cccnc2SC)c1OC | -12% | 0% | 3% | nt | -3% | 10% | 2%
CCOC(=O)c1[nH]c(C)c(C(=O)N(CC)CC)c1C | -1% | -1% | -1% | -4% | 0%[38.3 µM] | -1% | -9%
COc1ccccc1-c1nn2c(C(F)(F)F)nnc2s1 | 5% | -3% | -17% | 5% | 7.9µM* | 0% | -6%[0.074 µM]
CCOc1ccc(NC(=S)N(Cc2ccc(N(C)C)cc2)Cc2ccco2)cc1 | 19% | -2% | -21% | -23% | 0%[38.3 µM] | ? | -82%[inhibitor]
NC(=O)c1ccc(Nc2nnc(-c3ccc(O)cc3)c3ccccc23)cc1 | 8% | -2% | ? | nt | -9% | -3% | -5%[10 µM]
CCOC(=O)c1c(N)sc(C(=O)OC)c1C | 3% | 6% | 2%[9.22 µM] | nt | -5% | -1% | 7%[10 µM]
C/C(=N\NC(=O)c1ccn(C)n1)c1cccc(NC(=O)c2ccc(C)s2)c1 | ? | -2% | 8% | -1% | 3% | 2% | nt
O=C(Nc1cccc([N+](=O)[O-])c1)Nc1ccc2c(c1)OCCO2 | 11µM* | -1% | nt | ? | 19% | -8% | nt
COCCn1c(=O)c(-c2cccs2)nc2cnc(Oc3cccc(Cl)c3)nc21 | -6% | -1% | nt | nt | 15% | nt | -44%[inhibitor]
CCCCNC(=O)c1onc(CSc2cccc(C)c2)c1C(=O)O | 10% | 8% | -17% | ? | 1%[38.3 µM] | 4% | -10%
CC(C)(C)c1ccc(C(=O)NC(=S)NCC2CCCO2)cc1 (stereo not given) | nt | nt | -5% | ? | nt | -9% | -1%[10 µM]
CCN1C(=O)c2ccccc2S(=O)(=O)c2ccc(C(=O)N3CCOCC3)cc21 | -10% | 3% | -10% | -2% | 17%[38.3 µM] | -1% | ?
Cc1ccsc1/C=C1/SC(=O)N(CC(=O)N2CCOCC2)C1=O | ? | -1% | 8% | -7% | 22%[38.3 µM] | 7% | 21%
COC(=O)/C(=C\Nc1ccc(Cl)c2ccccc12)c1ncc(C(F)(F)F)cc1Cl | -5% | -3% | 0% | 7% | 7%[38.3 µM] | 5% | -20%
COC(=O)C1=C(C)NC(C)=C(C(=O)OCCNCc2ccccc2)C1c1cccc([N+](=O)[O-])c1 (stereo not given) | nt | 0%[39.9 µM] | nt | nt | 16% | ? | nt
C/C(=C\c1ccco1)C1Nc2cccc3cccc(c23)N1 | -19% | -21% | ? | 3% | 16%[38.3 µM] | nt | 14%
CN1CCN(NC(=O)CN2C(=O)/C(=C/c3c(Cl)cccc3Cl)SC2=S)CC1 | -5% | 1% | -1% | 3% | 10%[38.3 µM] | -10% | 36%
CC(C)C(=O)Nc1cc(C(F)(F)F)ccc1N1CCOCC1 | 9% | 1% | -3% | 4% | 22%[38.3 µM] | 18% | 0%

Assay outcomes: PubChem BioAssay, National Center for Advancing Translational Sciences (NCATS)
